Assay outcomes: PubChem, National Center for Advancing Translational Sciences (NCATS)
IL2 activator: activators of IL-2 | hit rate 0.065% among 360,000 | IL-2 activation reporter assay, cell-based qHTS; stimulated with anti-CD3/CD4/CD28 beads; in transgenic mouse T cells | activation, % (series mostly up to about 46 µM) | AID 652025; in the data active = activation above about 50%; inconclusive = mostly about 30% to 49%; note: 0% is about no effect
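Unstimulated transgenic mouse T cells; 60-min compound exposure; bead-based TCR/CD4/CD28 stimulation; 18 h culture, 37 degrees C; dual fluorescence (EGFP, DsRed) plate cytometry.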
A549 tox: A549 cytotoxicity, counter-screen for Nrf2 inhibitors; AID 504648; A549 ARE-Fluc cells, CellTiter-Fluor viability, 18-24 h; hit rate 0.16% among 390,000; Potency, µM (titrated, usually from 46 µM), inactives show top-dose activity change, negative = cytotoxicity, hits mostly inhibitors; note: potency is the fitted concentration of half-maximal effect; % is set by controls: 0 for no effect and ±100 for the full control effect
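A549 ARE_Fluc cells in 5% FBS OPTI-MEM were exposed to compounds in concentration-response for 18-24 h at 37 deg C. Viability was read by CellTiter-Fluor fluorescence (Ex 405/Em 525) after 30 min, before the luciferase read.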
S2 tox: reduces viability in counter-screen for ATXN expression inhibitors. hit rate 0.49% among 400,000. Potency, µM (titrated, usually from 56.7 µM), most hits filed as cytotoxic. S2 cells (HEK-293 line with an ATXN2-luciferase reporter) viability, CellTiter-Fluor protease fluorescence, 24 h; note: potency is the fitted concentration of half-maximal effect; nearly all actives have a fitted effect of over 40% in size
Nrf2 activator: Nrf2 pathway activation; AREc32 ARE-luciferase reporter (MCF7-derived line), luminescence, 24 h; Potency, µM (doses to about 46.1 µM), for inactives: at the highest dose activation, most hits filed as activators; hit rate 0.31% among 410,000; AID 624171; note: potency is the fitted concentration of half-maximal effect; % of control where 0% means no effect; nearly all actives have a fitted effect of over 65% in size
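Reporter line AREc32 (ARE-Fluc), seeded overnight in OPTI-MEM with 5% FBS; compound pin-transferred, 24 hr at 37 deg C, 5% CO2; luminescent read-out.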
TGFb SMAD3 inh: blocks TGF-b signaling. hit rate 1.2% among 410,000. Potency, µM (top dose mostly 46.1 µM), inactives show at the top dose activity, negative = inhibition, actives largely listed as inhibitors. HepG2 CAGA-GFP TGF-b/SMAD3 reporter, GFP fluorescence, 18 h; TGF-beta stimulated, 500 pg/mL final; note: potency is the fitted concentration of half-maximal effect; % is set by controls: 0 for no effect and ±100 for the full control effect; nearly all actives have a fitted effect of over 65% in size
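Smad-responsive CAGA-GFP expression was quantified in HEPG2 cells exposed to compounds and 500 pg/mL final TGF-beta for 18 h at 37 degrees C; unstimulated wells defined full inhibition.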
EPAC2 ag: activates human EPAC2 exchange factor; Potency, µM (top dose mostly 154 µM), for inactives: at the highest dose activation, most hits filed as activators; AID 720711; hit rate 0.079% among 360,000; EPAC2 activation, biochemical qHTS; response scale: 100% = 6.5 mM cAMP response; note: potency is the fitted concentration of half-maximal effect; nearly all actives have a fitted effect of over 50% in size
Target sequence (Q8WZA2 whole entry, looked up): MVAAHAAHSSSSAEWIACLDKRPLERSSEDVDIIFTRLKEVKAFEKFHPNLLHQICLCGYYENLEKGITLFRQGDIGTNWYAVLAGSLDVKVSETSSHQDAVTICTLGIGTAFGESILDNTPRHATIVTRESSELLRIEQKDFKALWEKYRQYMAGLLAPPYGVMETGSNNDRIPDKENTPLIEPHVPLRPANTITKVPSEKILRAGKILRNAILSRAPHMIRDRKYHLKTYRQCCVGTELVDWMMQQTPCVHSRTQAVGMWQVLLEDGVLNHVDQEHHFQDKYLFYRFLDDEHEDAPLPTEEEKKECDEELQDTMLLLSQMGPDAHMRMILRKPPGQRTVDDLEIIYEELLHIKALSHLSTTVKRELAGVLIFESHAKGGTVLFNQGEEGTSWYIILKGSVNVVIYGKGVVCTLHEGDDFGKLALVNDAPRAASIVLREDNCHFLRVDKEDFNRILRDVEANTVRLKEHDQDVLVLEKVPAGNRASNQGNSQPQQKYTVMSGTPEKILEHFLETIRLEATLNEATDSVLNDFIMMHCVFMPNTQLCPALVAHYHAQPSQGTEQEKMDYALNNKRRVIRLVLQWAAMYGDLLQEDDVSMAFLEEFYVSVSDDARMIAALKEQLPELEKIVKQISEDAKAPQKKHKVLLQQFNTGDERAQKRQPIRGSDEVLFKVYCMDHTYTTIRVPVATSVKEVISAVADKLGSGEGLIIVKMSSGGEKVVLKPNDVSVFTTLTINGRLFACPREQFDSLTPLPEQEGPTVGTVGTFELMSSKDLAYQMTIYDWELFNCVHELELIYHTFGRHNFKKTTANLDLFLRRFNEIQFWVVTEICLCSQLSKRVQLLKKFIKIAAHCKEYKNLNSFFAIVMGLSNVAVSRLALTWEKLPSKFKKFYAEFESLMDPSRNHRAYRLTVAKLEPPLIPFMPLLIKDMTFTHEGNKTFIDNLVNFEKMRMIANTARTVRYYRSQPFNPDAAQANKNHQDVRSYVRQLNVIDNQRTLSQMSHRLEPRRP
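Each well held 100 nM EPAC2, 250 nM RAP1B-BODIPY-GDP and 50 uM GDP. Fluorescence, read at 5-min intervals to 30 min, was referenced to a 6.5 mM cAMP positive control.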
HepG2 viability: HepG2 cytotoxicity, counter-screen for TGF-b inhibitors; HepG2 CAGA-GFP viability, ATP luminescence, 18 h; Potency, µM (highest dose often 46.1 µM), inactives show at the top dose activity change, negative = cytotoxicity, usual class: cytotoxic; hit rate 0.76% among 410,000; AID 588856; note: potency is the fitted concentration of half-maximal effect; some results filed as inactive show a strong effect at the top dose
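HepG2 CAGA-GFP cells (1000/well, DMEM with 1% FBS) received compound, then TGF-beta at 500 pg/mL final, and were incubated 18 hours at 37 degrees C. Viability was read by CellTiter-Glo luminescence. Media-only wells were set as complete cell-killing and DMSO as no toxicity.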
ATXN2 expr inh: inhibitors of ATXN2 expression. HEK-293 ATXN2-luciferase reporter, luminescence, 24 h. Potency, µM (titrated, usually from 57 µM), inactives show at the top dose activity change, negative = inhibition, most hits filed as inhibitors. hit rate 0.72% among 360,000. AID 1745845; note: potency is the fitted concentration of half-maximal effect; % is set by controls: 0 for no effect and ±100 for the full control effect; nearly all actives have a fitted effect of over 55% in size
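qHTS (up to 57 uM final) was run with 24 h compound exposure of reporter cells at 37 °C. Each well was multiplexed: SteadyGlo luminescence measured ATXN2-luciferase expression after a fluorogenic Gly-Phe-AFC viability readout (25 uM final).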
Nrf2 block: inhibitors of Nrf2 signaling | hit rate 2.1% among 360,000 | A549 ARE-Fluc reporter, luciferase luminescence, 18-24 h | Potency, µM (series often up to 46 µM), inactives show at the highest dose activity change, negative = inhibition, usual class: inhibitors; note: potency is the fitted concentration of half-maximal effect; % is set by controls: 0 for no effect and ±100 for the full control effect; nearly all actives have a fitted effect of over 60% in size
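Nrf2 activity is the BugLite luminescence, read 15 min after reagent at room temperature, following CellTiter-Fluor cytotoxicity readout (30 min, 37C). Compound titrations were applied for 18-24 h to 5000 A549 ARE_Fluc cells/well in 5% FBS OPTI-MEM.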
Numbers without * were called inactive; i = inactive; ? = inconclusive; . = not tested or not shown; & = joins results of further samples; [ ] = dose if it differs, or a comment. Unless noted, calls come from the whole dose curve; as a rule, active = well fitted curve in the direction sought with a large enough effect; inconclusive = small, poorly fitted or top-dose-only effect, or another doubt; inactive = no such curve, though single readings can be large; an effect the other way counts as inactive or inconclusive.

entry	smiles	IL2 activator	Nrf2 block	S2 tox	A549 tox	Nrf2 activator	EPAC2 ag	TGFb SMAD3 inh	ATXN2 expr inh	HepG2 viability
1	Cc1ccccc1NC(=S)c1ccc2ccccc2n1	-0.2	?	?	2%	0.0%	6%	?	.	-6%
2	COc1ccc(-c2ccc3oc(-c4ccsc4)cc3c2)cc1	1.9	?	i	-3%	3.2%	-1%	-21%	22%	-3%
3	CC1CC(C)(C)NC(=S)N1CCC(=O)NCCc1ccc(Cl)cc1 (stereo not given)	-0.7	7%	i	1%	-0.7%	1%	1%	-17%	-21%
4	C[C@@H]1CN([C@@H](C)CO)C(=O)CCCn2nncc2CO[C@H]1CN(C)S(=O)(=O)c1ccc(Oc2ccccc2)nc1	-2.2	.	i	.	0.0%	16%	-1%	-2%	-56%
5	O=S(=O)(NC1CCCCC1Oc1ccccc1)c1ccc(Cl)cc1 (stereo not given)	-4.6	-14%	i	8%	5.6%	16%	?	-1%	-25%
6	O=C(c1oc(=O)c2ccccc2c1-c1ccccc1)N1CCN(C2CCCCC2)CC1	-2.2	11%	i	-3%	0.5%	8%	-4%	-6%	6%
7	O=C(O)c1ccccc1C(=O)NC1CCCc2ccccc21 (stereo not given)	-0.3	?	i	-3%	-0.3%	11%	5%	-4%	4%
8	C=CCn1cnc2c(c1=O)c1nc3ccccc3nc1n2/N=C/c1cccc(OC)c1OC	1.5	?	?	-4%	-1.4%	6%	6%	-18%	3%
9	Nc1cc(-c2ccc(Br)cc2)nc2cc(-c3ccccc3)nn12	-0.7	0%	i	11%	0.7%	15%	4%	-29%[11.3 µM]	9%
10	COc1ccc(CCC(C)NCc2ccccc2OC)cc1 (stereo not given)	1.3	-7%	i	-12%	0.0%	13%	-13%	-15%	-30%
11	COc1ccccc1OCC(=O)N1CCC2(CC1)CC(=O)c1ccccc1O2	-2.0	10%	i	1%	-0.2%	-1%	-17%	9%	-4%
12	COc1ccc(OC)c2c1cc(C(=O)N[C@H](C(=O)N1CCC[C@H]1C(=O)O)C(C)C)n2C	0.1	-3%	i	10%	-0.2%	1%	2%	1%	7%
13	Cc1cc(C(=O)N2CCCC(CNS(=O)(=O)c3cccs3)C2)nn1C (stereo not given)	-3.5	9%	i	-2%	0.3%	7%	12%	-7%	-14%
14	COc1cccc(OCc2nc3ccccc3c(=O)n2N)c1	-0.5	?	i	1%	2.9%	7%	?	25%	-26%
15	CCn1ncc(/C=N/NS(=O)(=O)c2ccc(Cl)cc2)c1C	0.4	-10%	i	-15%	-0.7%	-7%	-14%	7%	3%
16	O=C(COC(=O)c1ccc(Br)o1)NC1CCCCC1	0.3	11%	i	3%	0.1%	-1%	18%	3%	0%
17	CCOC(=O)N1CCC(NC(=O)c2ccc(CO)c(C(=O)NC3CCN(C(=O)OCC)CC3)c2)CC1	0.6	4%	i	0%	-0.1%	2%	-6%	.	-26%
18	CCCCn1nnnc1NCc1cc(OC)c(OC)cc1OC	1.3	-19%	?	0%	-0.4%	3%	-2%	-9%	-1%
19	Oc1c(Br)cc(Br)cc1CNc1nccs1	-2.6	1%	i	6%	4.6%	2%	-18%	6%	5%
20	CCOc1ccc(CCNC(=O)c2cnc3sc(N4CCCCCC4)nn3c2=O)cc1	.	-25%	.	-9%	0.1%	.	0%	.	-39%
21	CCSC(=Nc1ccccc1)Nc1ccccc1	-2.5	4%	i	7%	-0.4%	9%	7%	-19%	-3%
22	O=C(NNC(=O)C1CC=CCC1)c1ccccc1O (stereo not given)	-2.7	-5%	i	-2%	-0.5%	-2%	4%	4%	-5%
23	Cc1ccccc1C(=O)c1ccc2c(c1)n(C)c(=O)n2C	1.1	.	i	-5%	4.1%	-3%	18%	21%	-5%
24	CCOc1cc(CNn2cnnc2)cc(Cl)c1OCC(=O)NC(C)(C)C	-2.8	0%	i	1%	0.1%	1%	-3%	3%	-17%
25	O=C(NCC(=O)N1CC=C(c2ccccc2)CC1)c1ccc(OC(F)F)cc1	-0.1	?	i	4%	-0.3%	8%	-3%	.	-2%
26	CCc1ccc(NC(=O)Cn2c(=O)n(CCCCC(=O)NCc3ccccc3Cl)c(=O)c3ccccc32)cc1	.	6%	i	3%	0.0%	.	-25%	6%	0%
27	CS(=O)(=O)ON=C1CCN(S(=O)(=O)c2ccccc2)CC1	-3.4	6%	i	0%	-0.2%[9.22 µM]	2%	15%	0%	-2%
28	Cc1cc(S(=O)(=O)NC2CC(C)(C)NC(C)(C)C2)c(Cl)cc1Cl	1.4	3%	.	1%	0.2%	18%	8%	-6%	-16%
29	CC(=O)Cc1nsc(NC(=O)c2c(-c3ccccc3Cl)noc2C)n1	-0.7	10%	i	8%	-0.6%	0%	2%	-2%	0%
30	COc1cccc(C(=O)Nc2ccc(NC(C)=O)cc2)c1	1.2	24%	i	-12%	0.1%	4%	0%	23%	-14%

An excerpt of these results, field by field.
19	Oc1c(Br)cc(Br)cc1CNc1nccs1
  IL2 activator: -2.6	Nrf2 block: 1%	S2 tox: i	A549 tox: 6%	Nrf2 activator: 4.6%	EPAC2 ag: 2%	TGFb SMAD3 inh: -18%	ATXN2 expr inh: 6%	HepG2 viability: 5%
17	CCOC(=O)N1CCC(NC(=O)c2ccc(CO)c(C(=O)NC3CCN(C(=O)OCC)CC3)c2)CC1
  IL2 activator: 0.6	Nrf2 block: 4%	S2 tox: i	A549 tox: 0%	Nrf2 activator: -0.1%	EPAC2 ag: 2%	TGFb SMAD3 inh: -6%	ATXN2 expr inh: .	HepG2 viability: -26%
20	CCOc1ccc(CCNC(=O)c2cnc3sc(N4CCCCCC4)nn3c2=O)cc1
  IL2 activator: .	Nrf2 block: -25%	S2 tox: .	A549 tox: -9%	Nrf2 activator: 0.1%	EPAC2 ag: .	TGFb SMAD3 inh: 0%	ATXN2 expr inh: .	HepG2 viability: -39%

Next compounds follow:
entry	smiles	IL2 activator	Nrf2 block	S2 tox	A549 tox	Nrf2 activator	EPAC2 ag	TGFb SMAD3 inh	ATXN2 expr inh	HepG2 viability
31	CC(C)Cn1cc(-c2cccc3nccn23)cn1	0.7	.	i	.	0.1%[9.22 µM]	2%	-1%	31%	-1%
32	C[C@H]1CN([C@@H](C)CO)S(=O)(=O)c2ccc(Br)cc2O[C@@H]1CN(C)C(=O)c1cccnc1	-2.0	.	i	.	0.2%	0%	-4%	1%	2%
33	Cc1nn(-c2ccc(F)cc2)c(Cl)c1/C=C/C(=O)OCC(=O)Nc1ccc(F)cc1F	0.2	?	?	-5%	-0.6%	6%	0%	-20%	6%
34	CC(C)c1ccc(NC2CCCN(C(=O)CCn3cnnn3)C2)cc1 (stereo not given)	-0.9	-12%	i	1%	0.4%	-2%	9%	-9%	3%
35	Cc1ccc(NC(=O)C2CCCN(S(=O)(=O)c3cccc4cccnc34)C2)cc1 (stereo not given)	-2.0	1%&-17%	i	0%&0%	0.3%&2.6%	-2%	?	-10%&-15%	4%&-16%
36	O=C(CN1C(=O)S/C(=C\c2ccc(F)cc2)C1=O)NC1C=CS(=O)(=O)C1 (stereo not given)	-3.7	0%	i	3%	0.1%	3%	-4%	0%	4%
37	Cc1ccc(NC(=O)COc2cccnc2[N+](=O)[O-])cc1S(=O)(=O)N1CCCCC1	-0.4	7.3µM*	i	?	1.2%[9.22 µM]	-13%	?	-16%	-14%
38	COc1ccccc1NC(=O)Cn1c(=O)n(Cc2cccs2)c(=O)c2cccnc21	.	-11%	i	-4%	1.0%	.	-3%	-23%	-23%
39	COc1cccc(NC(=O)CN(C)C(=O)/C=C/c2ccc(S(=O)(=O)N3CCCCCC3)cc2)c1	-2.8	.	i	.	2.9%	19%	-19%	.	-2%
40	Cc1c(Cl)cccc1NS(=O)(=O)c1cn(C)c(=O)n(C)c1=O	-0.3	8%	i	-2%	-0.6%	9%	-2%	19%	-17%

Another view of part of the listing above:
17) CCOC(=O)N1CCC(NC(=O)c2ccc(CO)c(C(=O)NC3CCN(C(=O)OCC)CC3)c2)CC1
  IL2 activator: 0.6	Nrf2 block: 4%	S2 tox: i	A549 tox: 0%	Nrf2 activator: -0.1%	EPAC2 ag: 2%	TGFb SMAD3 inh: -6%	ATXN2 expr inh: .	HepG2 viability: -26%

36) O=C(CN1C(=O)S/C(=C\c2ccc(F)cc2)C1=O)NC1C=CS(=O)(=O)C1 (stereo not given)
  IL2 activator: -3.7	Nrf2 block: 0%	S2 tox: i	A549 tox: 3%	Nrf2 activator: 0.1%	EPAC2 ag: 3%	TGFb SMAD3 inh: -4%	ATXN2 expr inh: 0%	HepG2 viability: 4%

Following part
entry	smiles	IL2 activator	Nrf2 block	S2 tox	A549 tox	Nrf2 activator	EPAC2 ag	TGFb SMAD3 inh	ATXN2 expr inh	HepG2 viability
41	COc1cccc(C(c2nnnn2Cc2ccccc2)N2CCN(C(=O)c3ccco3)CC2)c1OC (stereo not given)	-0.2	13%	?	-2%	-0.5%	3%	24%	-3%	-8%
42	COc1ccc(CCNC(=O)COc2ccc3c(C)cc(=O)oc3c2)cc1OC	3.8	?	i	3%	-0.3%	14%	2%	-25%	-21%
43	Cc1ccc(/C=N/n2c(-c3cccnc3)n[nH]c2=S)o1	-0.7	3%	i	0%	?	3%	20%	-17%	0%
44	COc1ccc([N+](=O)[O-])cc1NC(=S)NC(C)=O	-0.1	-27%	i	-10%	3.7%	-2%	9%	.	-4%
45	Cc1nc(CCN2C(=O)c3ccccc3C2=O)n[nH]1	-2.6	11%	?	5%	0.2%	-5%	7%	-1%	-29%
46	COc1ccc(NC(=O)C2C(c3ccccc3)C2(Cl)Cl)cc1 (stereo not given)	-0.4	?	i	2%	0.3%	12%	-31%	-13%	-49%
47	CCCCCSc1nnc(-c2ccc(Br)cc2)o1	.	2%	?	0%	0.5%	.	-19%	11%	-2%
